# Screening data from PubChem BioAssay.
# CCHFV vOTU inh – CCHFV vOTU protease inhibitors, primary screen, biochemical, Pep-AMC substrate, fluorescence. AID 651958, 2012. 370,000 tested, 0.55% active. Crimean-Congo hemorrhagic fever virus L polyprotein viral ovarian tumor (vOTU) protease …. inhibition, % at 11.5 µM; in the data active means inhibition above about 30%; further: 0% = vehicle wells with enzyme and 100% = no enzyme wells
# TcdB GH inh – TcdB glycohydrolase inhibitors, primary screen, biochemical, single point, plate reader; inhibition, % at 9.99 µM; AID 652162, 2013; 350,000 tested, 0.24% active; TcdB glycohydrolase enzymatic assay; Toxin B (Clostridioides difficile), P18177; in the data active means inhibition above about 10%
# Target sequence (P18177 whole entry, looked up): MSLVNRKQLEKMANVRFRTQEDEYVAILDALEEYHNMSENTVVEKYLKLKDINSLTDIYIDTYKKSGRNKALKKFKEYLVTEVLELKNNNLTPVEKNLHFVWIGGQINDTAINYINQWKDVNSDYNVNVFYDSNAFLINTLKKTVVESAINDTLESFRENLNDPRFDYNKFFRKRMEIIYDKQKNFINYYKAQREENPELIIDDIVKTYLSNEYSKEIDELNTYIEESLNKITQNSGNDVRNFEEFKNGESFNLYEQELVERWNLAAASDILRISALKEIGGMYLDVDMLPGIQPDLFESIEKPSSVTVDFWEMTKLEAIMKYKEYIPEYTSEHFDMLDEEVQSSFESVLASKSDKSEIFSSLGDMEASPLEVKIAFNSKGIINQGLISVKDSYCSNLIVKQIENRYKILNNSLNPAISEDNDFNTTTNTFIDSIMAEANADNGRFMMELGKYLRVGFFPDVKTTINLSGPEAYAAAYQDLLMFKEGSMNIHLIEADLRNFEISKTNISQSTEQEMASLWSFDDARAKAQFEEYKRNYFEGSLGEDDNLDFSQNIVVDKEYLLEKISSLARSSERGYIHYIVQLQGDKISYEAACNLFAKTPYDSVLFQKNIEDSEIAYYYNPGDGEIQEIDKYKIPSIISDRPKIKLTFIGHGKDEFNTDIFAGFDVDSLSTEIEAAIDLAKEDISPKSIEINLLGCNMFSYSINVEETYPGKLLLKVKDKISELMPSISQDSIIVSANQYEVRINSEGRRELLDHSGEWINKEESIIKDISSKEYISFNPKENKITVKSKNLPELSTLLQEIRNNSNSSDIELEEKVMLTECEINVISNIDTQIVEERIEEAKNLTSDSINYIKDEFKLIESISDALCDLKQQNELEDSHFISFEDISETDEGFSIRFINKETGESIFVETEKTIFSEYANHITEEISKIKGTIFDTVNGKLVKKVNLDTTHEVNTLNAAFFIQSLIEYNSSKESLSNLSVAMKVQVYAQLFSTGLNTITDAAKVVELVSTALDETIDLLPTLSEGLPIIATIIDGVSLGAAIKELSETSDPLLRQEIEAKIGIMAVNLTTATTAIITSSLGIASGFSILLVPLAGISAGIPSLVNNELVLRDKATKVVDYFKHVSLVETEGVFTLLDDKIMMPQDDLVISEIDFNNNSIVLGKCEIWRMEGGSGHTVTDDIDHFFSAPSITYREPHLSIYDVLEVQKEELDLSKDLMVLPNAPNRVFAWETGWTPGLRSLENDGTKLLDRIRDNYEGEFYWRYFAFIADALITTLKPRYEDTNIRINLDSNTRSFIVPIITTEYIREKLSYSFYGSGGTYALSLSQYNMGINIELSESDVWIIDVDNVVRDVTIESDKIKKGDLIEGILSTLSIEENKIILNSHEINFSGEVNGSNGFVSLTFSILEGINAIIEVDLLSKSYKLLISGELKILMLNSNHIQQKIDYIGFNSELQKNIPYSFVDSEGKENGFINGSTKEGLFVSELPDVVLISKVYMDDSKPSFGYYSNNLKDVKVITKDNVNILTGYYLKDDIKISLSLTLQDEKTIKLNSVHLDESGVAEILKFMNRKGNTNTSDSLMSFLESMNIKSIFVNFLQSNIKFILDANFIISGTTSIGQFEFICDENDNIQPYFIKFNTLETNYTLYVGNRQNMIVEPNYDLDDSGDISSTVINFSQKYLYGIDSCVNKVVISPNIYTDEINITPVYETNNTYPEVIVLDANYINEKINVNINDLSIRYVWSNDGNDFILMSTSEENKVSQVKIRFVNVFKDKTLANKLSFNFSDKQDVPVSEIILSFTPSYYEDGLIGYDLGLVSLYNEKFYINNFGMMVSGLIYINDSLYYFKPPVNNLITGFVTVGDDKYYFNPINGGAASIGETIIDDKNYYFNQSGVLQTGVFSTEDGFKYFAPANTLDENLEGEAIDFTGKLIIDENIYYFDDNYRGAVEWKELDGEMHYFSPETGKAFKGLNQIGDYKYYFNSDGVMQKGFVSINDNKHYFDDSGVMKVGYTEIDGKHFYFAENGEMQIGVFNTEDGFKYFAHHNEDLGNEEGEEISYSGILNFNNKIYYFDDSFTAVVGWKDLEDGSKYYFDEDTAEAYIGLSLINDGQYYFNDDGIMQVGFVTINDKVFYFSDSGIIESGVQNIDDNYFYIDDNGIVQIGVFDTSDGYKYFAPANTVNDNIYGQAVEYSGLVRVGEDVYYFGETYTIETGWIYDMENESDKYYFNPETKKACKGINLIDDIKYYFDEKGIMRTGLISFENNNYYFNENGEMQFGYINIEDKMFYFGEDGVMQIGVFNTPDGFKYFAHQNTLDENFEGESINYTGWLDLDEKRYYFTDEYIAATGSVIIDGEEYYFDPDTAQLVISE
# PrPC TRFRET – inhibitors of human cell surface prion protein PrPC, primary screen, cell-based, TR-FRET | Major prion protein (Homo sapiens), P04156 | TR-FRET read-out | inhibition, % at 13.8 µM | 370,000 tested, 0.43% active | AID 720596, 2013; in the data active means inhibition above about 24%; further: 0% = median of the test wells and 100% = reference compound wells
# * hit, by the source's call; & = joins results of further samples. Some of the compounds tested (hit frequency here may not be typical).
SMILES,CCHFV vOTU inh,TcdB GH inh,PrPC TRFRET
O=C(Nc1cc(Br)ccc1F)c1nc[nH]c1C(=O)NCc1ccccc1,-3,1.3,7
CN(Cc1cnn(-c2ccc(F)cc2)c1)C(=O)[C@H]1O[C@@H](n2ccc(=O)[nH]c2=O)[C@H](O)[C@@H]1O,-2,1.2,1
O=C(NCc1ccccc1)C(c1ccc(-c2ccccc2)cc1)n1c(=O)c(-c2cc3ccccc3[nH]2)nc2ccccc21 (stereo unspecified),-6,0.1,5
COC(=O)c1nc(-c2ccc(C)cc2)[nH]c1C(C)(C)C,9,2.5,4
C[C@H](O)[C@@H]1CN2CCc3c([nH]c4ccccc34)[C@@H]2C[C@@H]1N(C)C(=O)OCc1ccccc1,0,1.1,-14
c1ccc(Nc2nnc(-c3ccc4c(c3)OCO4)o2)cc1,1,-4.2,6
CSC(=Cc1ccc(C(=O)c2ccc(C)cc2)n1C)S(C)=O (stereo unspecified),21,0.5,-17
CCCCn1nnnc1C1(C)CCC(=O)N1Cc1cc(OC)ccc1OC (stereo unspecified),2,1.0,1
CCOC(=O)[C@]12CCCC=C1N(Cc1cccc3ccccc13)C(=O)[C@H](CC(=O)N1CCCCC1)C2,5,2.5,0
COC(=O)C1=C(C)N(Cc2ccc(Cl)cc2)C(=S)NC1c1cccc(F)c1 (stereo unspecified),7,0.1,5
COc1ccc(N2C(=O)c3ccccc3NC(=O)C2C(=O)NCc2ccco2)cc1 (stereo unspecified),8,-1.3,-3
COc1ccc(CNC(=O)c2c(N)[nH]c(C(=O)c3ccccc3)c2-c2ccc3ccccc3c2)cc1OC,1,0.2,1
COCC(=O)Nc1ccc2c(c1)[C@H]1C[C@@H](CC(=O)NCC3CC3)O[C@H](CO)[C@H]1O2,14,0.6,-1
CN(Cc1ccccc1)C(c1ccnc2ccccc12)c1nnnn1-c1ccc2c(c1)OCCO2 (stereo unspecified),2,-1.1,5
COc1ccc([C@@H]2CC(=O)[C@@H]3CN(S(=O)(=O)c4ccc(Cl)cc4)[C@H](c4ccc(C)cc4)C[C@@H]3N2S(=O)(=O)c2ccccc2)cc1,13,1.5,6
Cn1ccc2c(-c3cccc(C=O)c3F)cc3c(c21)C1CCC3C1 (stereo unspecified),8,1.4,-2
Brc1ccc2nc(-c3ccc(CN4CCC(c5nc6ccccc6[nH]5)CC4)cc3)c(-c3ccccc3)nc2c1,6,0.1,17
COc1ccc(N2C[C@@]3(O)CC[C@@H](O)[C@@H](OC)[C@@H]3[C@@]2(C)[C@H](O)CC=C(C)C)cc1,5,-0.4,10
CCCCC[C@H](C)N1C[C@@H](COCc2ccccc2)Oc2cc(N3CCC[C@@H]3COC)ccc2S1(=O)=O,-14,0.3,5
Cc1ccc(S(=O)(=O)N2C[C@H]3[C@H]4C(=O)N(C5CCCCC5)C(=O)[C@H]4CC(=O)[C@H]3[C@@H]2c2cccc3ccccc23)cc1,-2,-1.2,4
CC(=O)OCC(=O)NCC1CCN(C(=O)C(=O)c2cc3ccccc3o2)CC1,6,0.9,-3
O=C1NC[C@H](CCCCN2C[C@H](Cc3ccccc3)N(Cc3ccccc3)C(=O)C2=O)N(CC2CCCCC2)C1=O,6,0.8,8
CCCCS(=O)(=O)N1CCCc2nc(-c3ccccc3)ccc21,-7,0.0,-4
C[C@@H]1ON(C)[C@H]2C[C@H]3c4[nH]c5c(-c6cc(Cl)cc(Cl)c6)cccc5c4CCN3C(=O)[C@@H]12,11,1.5,10
COC(=O)[C@]12C[C@H](CC(=O)NCC34CC5CC(CC(C5)C3)C4)C(=O)N(Cc3ccccc3)C1=C[C@H](C(C)C)O[C@@H]2C1CC1,17,0.4,-7
CC(c1nc2ccccc2[nH]1)n1c(=O)c(-c2cccs2)nc2ccccc21 (stereo unspecified),-33,1.1,-3
O=C(NCc1ccccc1)C(c1ccncc1)n1c(=O)c(-c2cc3ccccc3[nH]2)nc2ccccc21 (stereo unspecified),-10,0.5,-16
O=C1NCN(c2ccccc2)C12CCN(C(CCc1ccccc1)c1nnnn1-c1ccc3c(c1)OCCO3)CC2 (stereo unspecified),10,0.6,-8
CN1CCN(C2CN(C3CCCC3)S(=O)(=O)C2)CC1 (stereo unspecified),8,1.3,-3
O=C(NCC1CCCO1)c1[nH]c(C(F)(F)F)nc1-c1ccccc1 (stereo unspecified),-8,2.1,-1
CCC(c1nnnn1-c1c(C)cccc1C)N1CCN(c2cccc(C(F)(F)F)n2)CC1 (stereo unspecified),-5,0.6,-2
CN1C(=O)c2cc(NC(=O)Cc3cccs3)ccc2OC[C@H]2O[C@@H](CC(=O)NCCCN3CCOCC3)CC[C@@H]21,-3,0.7,-5
COc1cccc(CNC(=O)[C@H]2CCCN2C(=O)[C@H]2CCCN2C(=O)N2CCCCC2)c1,0,0.2,9
CC1=C[C@@H]2[C@H]3C(=O)N(Cc4ccccc4)C(=O)[C@H]3[C@@H]1[C@@H]1O[C@@]3(C(=O)N(C)c4ccccc43)C3=C(CCCC3=O)N21,-3,1.3,3
O=S1(=O)N[C@H](Cc2ccccc2)COc2cc(N3CCCCC3)ccc21,3,1.7,2
COC(=O)[C@@]12C[C@@H](CC(=O)NCCCN3CCCC3=O)C(=O)N(CCc3ccc(OC)c(OC)c3)C1=CCC(C)(C)C2,20,0.4,-5
COC(=O)C1=C(C)N(C)C(=NCC2CC2)NC1c1cccc(F)c1 (stereo unspecified),-7,-0.7,-9
COC(=O)[C@@]12C[C@@H](CC(=O)NCCCCc3ccccc3)C(=O)N(Cc3cccc4ccccc34)C1=CCC(C)(C)C2,30*,0.9,-4
CC(C)C[C@H]1CNC(=S)N1C[C@H]1CCCN1C[C@H](CC(C)C)N1C[C@H](Cc2ccc(O)cc2)N(CCc2ccccc2)C1=S,20,0.2,-4
COc1ccc(CCN2C(=O)c3ccccc3C2c2nnnn2-c2ccc3c(c2)OCCO3)cc1OC (stereo unspecified),-4,-3.7,1
CN(C)CCN(C)c1cc2c(c3c1ccn3C)C1CCC2O1 (stereo unspecified),-3,-1.0,-12
CC(C)(C)C1CCSC2=NCCC[C@]2(c2ccccc2)C1 (stereo partly specified),6,0.6,6
Cc1ccc(-c2nc3c(Cl)cc(C(F)(F)F)cn3c2Cc2ccccc2C(F)(F)F)cc1,10,2.6,7
Cc1cccc(C)c1NC(=O)C(c1ccncc1)n1c(=O)c(-c2ccco2)nc2ccccc21 (stereo unspecified),-7,0.2,0
Cc1cccc(C)c1NC(=O)C(CCc1ccccc1)n1c(=O)c(-c2cc3ccccc3[nH]2)nc2ccccc21 (stereo unspecified),-7,-0.6,13

# Profiles as entered above. Screens in order: CCHFV vOTU inh, TcdB GH inh, PrPC TRFRET
# `Cc1cccc(C)c1NC(=O)C(CCc1ccccc1)n1c(=O)c(-c2cc3ccccc3[nH]2)nc2ccccc21` (stereo unspecified) as listed: -7, -0.6, 13
# `COC(=O)[C@]12C[C@H](CC(=O)NCC34CC5CC(CC(C5)C3)C4)C(=O)N(Cc3ccccc3)C1=C[C@H](C(C)C)O[C@@H]2C1CC1` as listed: 17, 0.4, -7

# More results
SMILES,CCHFV vOTU inh,TcdB GH inh,PrPC TRFRET
COC(=O)[C@]12C[C@H](CC(=O)N3CCC(c4ccccc4)CC3)C(=O)N(CCc3ccc(OC)c(OC)c3)C1=C[C@H](C(C)(C)C)O[C@@H]2C,23,0.4,2
Cc1noc(C)c1S(=O)(=O)N(C)C[C@@H]1OCc2cn(nn2)CCCC(=O)N([C@H](C)CO)C[C@H]1C,-1,-3.5&0.5,8
COC(=O)C1=C(C)N(Cc2ccccc2C(F)(F)F)C(=NCC2CC2)NC1CCc1ccccc1 (stereo unspecified),13,0.6,2
COc1ccc(NC(=O)c2cc(-c3sc(NC(=O)c4ccccc4)nc3C)n(-c3ccc(Br)cc3)n2)cc1,-1,0.7,-3
CCOC(=O)[C@]12Cc3cc(OC)ccc3[C@H]1N(C1CCCCC1)C(=O)c1ccccc12,10,0.8,26*
CCOC(=O)[C@@H]1CSCCS(=O)(=O)N1C(=O)[C@H](C)NC(=O)OC(C)(C)C,-4,0.4,2
CN1C(=O)c2cc(NS(=O)(=O)c3cccc(F)c3)ccc2OC[C@@H]2O[C@H](CC(=O)O)CC[C@H]21,18,0.3,9
Cc1ccccc1S(=O)(=O)N1CCCc2nc(-c3ccc(Br)cc3)ccc21,-15,0.3,1
COc1cc(=O)oc(C=O)c1C,-10,0.6,-1
CCCCc1c(-c2ccccc2OC)ncn1Cc1cccc(F)c1,8,2.2,2
C[C@@H]1ON(C)[C@H]2C[C@H]3c4cc(-c5cccc(Cl)c5)ccc4CCN3C[C@@H]12,3,1.4,5
N#Cc1c(N)[nH]c(C(=O)c2ccccc2)c1-c1ccccc1Br,3,1.0,-5
CCOC(=O)C1=C[C@@H](C(C)(C)C)N(S(=O)(=O)c2ccc(C)cc2)[C@H]1c1ccccc1Cl,8,0.6,1
Cc1ccc(-c2nc3ccc(Cl)cn3c2Cc2cccc(Cl)c2)cc1,20,1.3,-4
CCCc1nc2c(C)cc(Br)cn2c1Cc1ccccc1C(F)(F)F,15,1.8,4

# Entries from the list above that have bromine:
SMILES,CCHFV vOTU inh,TcdB GH inh,PrPC TRFRET
O=C(Nc1cc(Br)ccc1F)c1nc[nH]c1C(=O)NCc1ccccc1,-3,1.3,7
Brc1ccc2nc(-c3ccc(CN4CCC(c5nc6ccccc6[nH]5)CC4)cc3)c(-c3ccccc3)nc2c1,6,0.1,17
COc1ccc(NC(=O)c2cc(-c3sc(NC(=O)c4ccccc4)nc3C)n(-c3ccc(Br)cc3)n2)cc1,-1,0.7,-3
Cc1ccccc1S(=O)(=O)N1CCCc2nc(-c3ccc(Br)cc3)ccc21,-15,0.3,1
N#Cc1c(N)[nH]c(C(=O)c2ccccc2)c1-c1ccccc1Br,3,1.0,-5
CCCc1nc2c(C)cc(Br)cn2c1Cc1ccccc1C(F)(F)F,15,1.8,4

# Next section
SMILES,CCHFV vOTU inh,TcdB GH inh,PrPC TRFRET
O=C(Nc1ccc2c(c1)OCCO2)C(c1cc2ccccc2o1)N1CCC(Cc2ccccc2)CC1 (stereo unspecified),3,-0.2,9
COc1ccc(C(C(=O)NC(C)(C)C)n2c(=O)c(-c3ccccc3)nc3ccccc32)cc1 (stereo unspecified),3,1.5,-3
Cc1cc(N2CCNC[C@@H]2C)ccc1N1C[C@@H](C)O[C@@H](C)C1,0,-19,-8
CCCCCCCCN1C(=O)[C@@H](CC(=O)NCc2ccc(OC)c(OC)c2)C[C@@]2(C(=O)OC)C1=C[C@H](C1CCCC1)O[C@@H]2C,23,1.2,-2
CCOC(=O)[C@]12CCCC=C1N(CCc1ccc(OC)c(OC)c1)C(=O)[C@H](CC(=O)NCc1ccccc1)C2,6,0.6,5
COC(=O)[C@]12C[C@H](CC(=O)NCc3cccs3)C(=O)N(Cc3ccc4c(c3)OCO4)C1=C[C@H](C(C)(C)C)O[C@@H]2C,18,1.6,-2
CC(=O)C1=C(C)N(Cc2ccc(Br)cc2)C(=S)NC1c1cccc(Cl)c1 (stereo unspecified),1,0.4,6
CC(CNC(=O)[C@H]1O[C@@H](n2cnc3c(=O)[nH]c(N)nc32)[C@H](O)[C@@H]1O)c1ccccc1 (stereo partly specified),-4,0.5,0
COC(=O)[C@@]1(Cc2ccc(F)cc2)[C@H]2c3cc(C(=O)N4CCCC4)n(Cc4ccccc4)c3C[C@H]2CN1C(=O)c1ccccc1,6,0.7,-5
COc1ccc(C2CC(=O)C(c3ccc(C(C)=O)cc3)=CN2Cc2ccccc2)cc1 (stereo unspecified),4,1.7,1
CC(C)C[C@@H]1COc2cccc(N3CCN(Cc4ccccc4F)CC3)c2S(=O)(=O)N1,8,-0.1,-2
CC(C)(C)OC(=O)Nc1ccccc1-n1nnnc1C(C(=O)c1ccc(F)cc1)N1CCN(c2ccccn2)CC1 (stereo unspecified),-1,1.4,-5
COC(=O)C1(C(=O)OC)c2ncccc2N(S(=O)(=O)c2ccc(C)cc2)C1CC(=O)c1ccccc1 (stereo unspecified),0,0.6,-12
O=S1(=O)C=C(Sc2ccc(Cl)cc2)c2ccccc2C1Cc1ccc(F)cc1 (stereo unspecified),4,-0.6,6
COc1ccc(OC)c(CN2C(=O)c3ccccc3C2c2nnnn2C(C)C)c1 (stereo unspecified),-1,3.4,0
CCOc1cc(OCC)cc(C(=O)NCCN2CCC(n3c(=O)[nH]c4ccccc43)CC2)c1,3,2.3,-12
N#Cc1ccc(C(C(=O)NCc2ccccc2)n2c(=O)c(-c3cc4ccccc4[nH]3)nc3ccccc32)cc1 (stereo unspecified),-19,0.6,-9
Cc1cccc(OCCCN2CCC(C(O)(c3ccccc3)c3ccccc3)CC2)c1,10,0.5,-19
